# EWS-Fli block: EWS/Fli transcriptional activity inhibition. actives 0.67% (n = 350,000). AID 651661. A673 NR0B1-luciferase reporter, viability-normalised. inhibition, % at 12.6 µM;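 active = mean inhibition of at least 50% after viability correction, with every replicate also passing that limit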;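 note: firefly luciferase signal divided by Alamar Blue viability fluorescence both relative to DMSO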
# LGR2 inh: Drosophila LGR2 receptor signaling inhibition | HEK293 LGR2, CRE-luciferase, bursicon-stimulated, 4 h | inhibition, % at 9.99 µM | actives 0.35% (n = 380,000);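 active = drop in luminescence signal, shown as inhibition above about 50% in the replicate tests, limit read from the data, passing the limit was not always enough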;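 note: agonist challenge used bursicon conditioned medium at about half maximal strength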
# FN deposit inh: fibronectin deposition inhibition | AH1F fibroblasts, Alexa488-fibronectin deposition fluorescence, overnight | inhibition, % at 12.6 µM | actives 0.086% (n = 350,000) | AID 743247;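 active = mean inhibition across replicates of 30% or more, regardless of how many single replicates reach that level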;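 note: positive control wells lacked labelled fibronectin entirely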
#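 Material: AH1F fibroblasts assembling fluorescent fibronectin matrix; amount: 10000 AH1F cells/well; medium: DMEM, 2% serum; reagent: Alexa488-fibronectin, 24 nM final in well; dosing: single compound dose, delivered by pin transfer; incubation: 1 h adhesion, overnight exposure; detection: fluorescence after three HBSS washes, excitation 485 nm, emission 525 nm; measure: fibronectin deposition inhibition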
# PAX8 reporter: lowers PAX8-driven luciferase in RMG-I cells; RMG-I TPO-luciferase reporter, SteadyGlo, 24 h; AID 652154; actives 1.2% (n = 360,000); inhibition, % at 12.6 µM;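 active = mean replicate inhibition at least 60% with every replicate also reaching 60%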;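 note: luciferase light reporting Pax8 driven TPO promoter activity; plate controls were median of neutral control wells for no effect and mitoxantrone controls for full effect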
# ERAP1 HTS inh: blocks human ERAP1 aminopeptidase activity; inhibition, % at 10.7 µM; actives 0.15% (n = 340,000); recombinant ERAP1, Leu-AMC fluorescence, 60 min; Q9NZ08;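 active = mean replicate inhibition of at least 30%, or all replicates individually reaching that 30% level; inactive = mean below 30% and not every replicate reaching it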;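 note: 0% = neutral control wells and 100% = L-leucinethiol positive control wells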
# Target sequence (Q9NZ08 whole entry, looked up): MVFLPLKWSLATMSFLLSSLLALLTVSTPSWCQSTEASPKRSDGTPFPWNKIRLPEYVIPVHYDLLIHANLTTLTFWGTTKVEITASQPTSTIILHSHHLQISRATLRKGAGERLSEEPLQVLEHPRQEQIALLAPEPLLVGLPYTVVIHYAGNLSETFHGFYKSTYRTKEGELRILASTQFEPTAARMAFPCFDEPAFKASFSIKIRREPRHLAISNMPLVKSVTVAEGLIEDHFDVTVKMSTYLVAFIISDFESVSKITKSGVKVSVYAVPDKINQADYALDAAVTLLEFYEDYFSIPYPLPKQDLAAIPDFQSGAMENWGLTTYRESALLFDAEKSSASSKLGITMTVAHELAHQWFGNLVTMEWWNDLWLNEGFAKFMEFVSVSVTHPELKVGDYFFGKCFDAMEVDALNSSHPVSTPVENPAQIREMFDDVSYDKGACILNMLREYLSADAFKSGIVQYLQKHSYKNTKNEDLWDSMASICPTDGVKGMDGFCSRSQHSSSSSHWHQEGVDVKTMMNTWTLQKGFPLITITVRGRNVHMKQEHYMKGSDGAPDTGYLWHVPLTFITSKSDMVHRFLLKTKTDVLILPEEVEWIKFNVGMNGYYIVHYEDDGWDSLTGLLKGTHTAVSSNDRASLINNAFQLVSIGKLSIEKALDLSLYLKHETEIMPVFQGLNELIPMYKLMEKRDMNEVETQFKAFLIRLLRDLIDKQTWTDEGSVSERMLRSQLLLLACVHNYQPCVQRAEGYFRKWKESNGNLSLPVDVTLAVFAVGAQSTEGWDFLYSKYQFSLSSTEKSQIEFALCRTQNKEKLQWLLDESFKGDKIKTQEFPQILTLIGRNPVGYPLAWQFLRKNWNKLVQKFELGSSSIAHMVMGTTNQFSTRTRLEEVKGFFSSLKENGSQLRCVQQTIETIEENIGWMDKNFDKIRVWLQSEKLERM
# PglD DTNB: PglD (C. jejuni) enzyme inhibition; purified PglD enzyme, DTNB colorimetric CoA detection; inhibition, % at 12.5 µM; actives 0.098% (n = 360,000); AID 602405; in the data active = inhibition above about 16%, passing the limit was not always enough; note: strong numbers were not always called active
# S100A4 MyoIIA: blocks human S100A4 binding to myosin IIA peptide; S100A4/TAMRA-MyoIIA peptide fluorescence polarization; inhibition, % at 10.7 µM; actives 0.14% (n = 360,000); AID 652163;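 active = mean inhibition of at least 70% across replicates, with every replicate also reaching that level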
# Target sequence (P26447 whole entry, looked up): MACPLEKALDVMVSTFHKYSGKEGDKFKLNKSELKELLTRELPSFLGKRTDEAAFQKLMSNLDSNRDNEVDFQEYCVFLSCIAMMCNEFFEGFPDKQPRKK
#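 Assay system: human S100A4 monomer with TAMRA-labelled myosin IIA peptide / Buffer or medium: Calcium-containing HEPES buffer, pH 7.2 / Reagent: TAMRA-labelled myosin IIA heavy-chain peptide probe, 5 nM / Compound: one dose per compound / Timing: polarization read 5 min after assay mix addition, stable 5–60 min / Benchmarks: neutral control DMSO, positive control TFP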
# PGC1a acetyl inh: modulators of PGC1a acetylation | U2OS PGC1a acetylation, AlphaScreen anti-acetyl-lysine; with virally co-expressed GCN5 acetyltransferase | inhibition, % at 15.6 µM | actives 0.17% (n = 350,000) | AID 651687;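 active = every replicate shows inhibition of at least 40%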;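 note: 0% = neutral control wells and 100% = positive control wells; some results beyond the cut were filed as inactive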
# * = called active by the depositor; . = no result given.
SMILES,EWS-Fli block,LGR2 inh,FN deposit inh,PAX8 reporter,ERAP1 HTS inh,PglD DTNB,S100A4 MyoIIA,PGC1a acetyl inh
CC(C)C#Cc1ccc2c(c1)O[C@H](CN(C)Cc1cncnc1)[C@H](C)CN([C@H](C)CO)S2(=O)=O,1,-8,3,.,2,-2,5,-15
O=C(C[C@@H]1CC[C@@H](NC(=O)Nc2cccc(F)c2)[C@H](CO)O1)NCC1CC1,-6,9,-11,11,0,1,2,1
CC(C)(C)C(=O)c1no[n+]([O-])c1/C(=N/O)C(C)(C)C,.,1,.,.,1,1,-1,.
O=C(C1=C(O)C(=O)N(CCN2CCOCC2)C1c1cccc([N+](=O)[O-])c1)c1cccs1 (stereo not given),-4,7,.,-1,5,.,-3,.
COc1ccc(/C=N/NC(=O)C2C3CCCCC32)cc1OC (stereo not given),7,-30,8,-23,-2,.,4,0
O=C(CN(c1ccccc1F)S(=O)(=O)c1ccccc1)N1CCCCCC1,.,.,-5,-10,.,4,.,-16
CCn1c(CCCOc2ccc(Cl)cc2Cl)n[nH]c1=S,-12,-13,.,-17,-3,1,4,-3
CCOc1cnc(C(=O)NNC(=O)C(Br)C(C)C)o1 (stereo not given),4,-9,.,-12,-4,.,-4,1
CO[C@H]1CN(C)C(=O)c2ccc(NS(=O)(=O)c3ccc(C)cc3)cc2OC[C@H](C)N(C)C[C@@H]1C,.,1,-15,-3,0,.,9,5
O=C(CC1C[C@H](C(=O)N2CCCCC2)[C@@]2(CCc3ccccc3)c3[nH]c4ccccc4c3CCN2C1=O)NCCC1=CCCCC1 (stereo not given in full),-5,7,-12,-5,-2,-2,-3,3
CC(=O)Nc1ccc(S(=O)(=O)NCCC(=O)OCc2nc(N)nc(Nc3ccccc3C)n2)cc1,.,-8,.,.,1,8,4,0
COc1cc(C(=O)OCC(=O)Nc2ccc(SC(F)F)cc2)cc(OC)c1OC,.,-1,1,-14,.,7,.,.
O=C(C[C@@H]1CC[C@H]2[C@@H](COC[C@@H](O)CN2S(=O)(=O)c2ccccc2)O1)NCCN1CCCC1,-1,1,1,-4,0,.,20,-2
COc1ccccc1C#Cc1ccc([C@@H]2[C@H]3CN(CCC(F)(F)F)CCCCN3[C@H]2CO)cc1,6,-3,.,4,3,5,-3,-24
C[C@H]1CN([C@@H](C)CO)C(=O)c2cc(C3=CCCCC3)cnc2O[C@H]1CN(C)C(=O)Cc1ccncc1,5,-8,.,6,1,-2,0,-45
O=C(C1CC1)N1CCCCN2[C@H](C1)[C@H](c1ccc(C#CC3CC3)cc1)[C@@H]2CO,-10,.,.,6,-3,-1,8,5
CNC(=O)C(NC(=O)Nc1ccc(C)cc1)C(C)(C)C (stereo not given),-15,4,-14,12,-3,0,-3,5
C[C@@H]1CCCCO[C@@H](CN(C)CC2CC2)[C@H](C)CN([C@@H](C)CO)C(=O)c2cc(NC(=O)Nc3ccccc3)ccc2O1,.,4,.,-14,0,2,-1,-3
Cn1c(=O)oc2cc(NC(=O)CCl)ccc21,24,-1,1,11,26,.,6,-21
C[C@@H]1CN([C@@H](C)CO)C(=O)Cc2cc(NS(=O)(=O)c3cccs3)ccc2O[C@@H]1CN(C)S(=O)(=O)c1ccccc1,3,9,.,1,-1,-1,34,8
C[C@H](CO)N1C[C@H](C)[C@@H](CN(C)C(=O)c2ccccc2)Oc2ncc(C#CC3CC3)cc2C1=O,7,1,.,.,2,-1,-8,2
Fc1ccc(-n2cc(-c3ccccc3)[n+]3c2SCC3)cc1,8,-15,-8,4,-4,.,-10,-18
C[C@@H]1CCCCO[C@H](CN(C)S(=O)(=O)c2cn(C)cn2)[C@@H](C)CN([C@@H](C)CO)C(=O)c2cc(NC(=O)Nc3ccc4c(c3)OCO4)ccc2O1,-13,-10,.,.,0,-2,-11,-2
c1ccc2c3nnc4n(c-3nc2c1)CCCS4,-32,-12,.,.,4,0,-6,3
COc1ccc(OCc2cc(C(=O)NCC3(C)COC3)no2)c(Cl)c1,-24,-38,2,.,3,0,-2,3
COC(=O)c1ccc2nc(-c3cccc(Cl)c3)c(Cc3cccc(F)c3)n2c1,-5,-27,-8,1,.,.,-6,.
O=C(N[C@H]1CC[C@H](CCn2cc(C3(O)CCCC3)nn2)O[C@H]1CO)C1CCOCC1,6,25,2,-3,-3,2,26,-9
CSc1ccc(C2NC(=O)c3ccccc3N2)cc1 (stereo not given),21,-39,6,-4,7,-8,4,-31
CCOc1ccc(NC(=O)CSc2nc3ccccc3c(=O)n2CCCC(=O)N2CCCC2)cc1,.,.,4,-3,.,-1,.,7
COC(=O)c1sccc1NC(=O)c1ccccc1C(=O)O,-5,10,1,19,-7,.,-2,14
Cc1cccc(S(=O)(=O)N[C@@H]2CC[C@@H](CCNC(=O)CCN3CCCCC3)O[C@@H]2CO)c1,3,-8,3,-4,1,2,15,-7
CCC(=O)N(C)C[C@H]1Oc2cc(C#CC3CCCC3)ccc2S(=O)(=O)N([C@@H](C)CO)C[C@H]1C,7,16,-3,.,1,1,-35,-10
Cc1ccc(S(=O)(=O)N2C[C@H]3n4c(=O)ccc(=O)n4C[C@H](OC(=O)NC4CCCC4)[C@@]3(O)C2)cc1,-6,-2,-9,14,0,-1,-2,.
O=C(CCCCCNC(=O)c1ccccc1Cl)N/N=C/c1ccco1,-10,-6,5,5,-1,.,-4,.
CCCc1cc(-c2n[nH]c(=S)n2Cc2ccccc2)cs1,5,13,.,.,-1,.,5,1
CCN(CC)S(=O)(=O)c1ccc2oc(SCC(=O)NCc3ccccc3)nc2c1,.,.,-3,9,.,-1,.,-9

# Another view of part of the listing above:
# Every second line gives: EWS-Fli block	LGR2 inh	FN deposit inh	PAX8 reporter	ERAP1 HTS inh	PglD DTNB	S100A4 MyoIIA	PGC1a acetyl inh
COc1ccc(/C=N/NC(=O)C2C3CCCCC32)cc1OC (stereo not given)
  7	-30	8	-23	-2	.	4	0
O=C(N[C@H]1CC[C@H](CCn2cc(C3(O)CCCC3)nn2)O[C@H]1CO)C1CCOCC1
  6	25	2	-3	-3	2	26	-9
CSc1ccc(C2NC(=O)c3ccccc3N2)cc1 (stereo not given)
  21	-39	6	-4	7	-8	4	-31
O=C(C1CC1)N1CCCCN2[C@H](C1)[C@H](c1ccc(C#CC3CC3)cc1)[C@@H]2CO
  -10	.	.	6	-3	-1	8	5
C[C@H](CO)N1C[C@H](C)[C@@H](CN(C)C(=O)c2ccccc2)Oc2ncc(C#CC3CC3)cc2C1=O
  7	1	.	.	2	-1	-8	2

# Further structures follow:
SMILES,EWS-Fli block,LGR2 inh,FN deposit inh,PAX8 reporter,ERAP1 HTS inh,PglD DTNB,S100A4 MyoIIA,PGC1a acetyl inh
O=C(C[C@@H]1CC[C@@H](NC(=O)C2CCC2)[C@@H](CO)O1)NCCCN1CCOCC1,-2,-1,-15,6,-3,0,9,4
OC(c1ccccc1)(c1ccccc1)C1CCN(CCCOc2ccccc2)CC1,0,-10,2,-9,-1,.,-3,.
CC(C)Cc1ccc(CN2CCCC(NC(=O)c3ccoc3)C2)cc1 (stereo not given),-1,8,-5,4,0,-5,-11,-1
CC(=O)NC12CC3CC(C1)CC(C(=O)NCc1ccc(C)cc1)(C3)C2,2,3,-5,-9,-1,1,-7,-3
O=C(Nc1ccc(F)cc1)C1CCN(C(=O)NCc2ccccc2)CC1,-9,4,3,1,4,6,-3,-48
CC(C)C(=O)NNC(=O)CC(=O)Nc1ccccc1C(=O)O,7,10,-5,15,3,.,-4,11
C[C@H](CO)N1C[C@H](C)[C@@H](CN(C)S(=O)(=O)c2ccc(F)cc2)Oc2c(NS(=O)(=O)c3cccs3)cccc2C1=O,-4,-2,.,-29,-3,.,6,10
COc1cccc(C(=O)NNc2nc(C)cc(C)n2)c1,.,0,-2,10,.,5,.,3
COc1ccc(S(=O)(=O)N2CCC(C(=O)NCC3CCCO3)CC2)cc1Cl (stereo not given),-5,-6,-1,-7,2,.,-6,.
COC(=O)c1c(NC(=O)CN2CCN(c3cccc(Cl)c3)CC2)sc(C)c1C,0,.,-1,-11,5,0,-1,.
O=C(OC1CCOC1=O)c1ccc(CO)cc1 (stereo not given),7,-5,0,-15,-1,-2,-6,1
Cc1ccc(C(=O)NCC2CCCO2)cc1S(=O)(=O)N1CCCCC1 (stereo not given),.,5,-3,-7,-7,3,4,.
Cc1cc(C)c(C)c(OCCCN(C)C)c1,.,7,2,-10,.,-5,.,-1
COC(=O)c1cccc(C#CC(NP(=O)(c2ccccc2)c2ccccc2)c2ccccc2)c1 (stereo not given),-3,4,-5,17,-2,-1,-18,-2
Cc1cnc(C(=O)N2CCCC(N3CCN(c4ccccc4F)CC3)C2)cn1 (stereo not given),-2,6,-5,-9,-1,7,-2,.
C[C@@H]1CCCCO[C@H](CN(C)Cc2ccc(Cl)c(Cl)c2)[C@@H](C)CN([C@@H](C)CO)C(=O)c2cc(N(C)C)ccc2O1,.,7,.,23,4,-7,29,-10
Cc1ccc(S(=O)(=O)c2c(C)cc(C)nc2N2CCOCC2)cc1,-3,5,9,18,0,4,1,-11
CCOC(=O)C1(CCCc2ccccc2)CCN(C2CCN(C(C)=O)CC2)CC1,13,7,-5,14,.,-5,-14,-4
Cc1noc(C)c1NC(=O)N(C)C[C@@H]1OCCCC[C@H](C)Oc2ccc(NS(=O)(=O)c3ccc(Cl)cc3)cc2C(=O)N([C@@H](C)CO)C[C@@H]1C,0,-18,-9,-16,-2,0,-1,12
C[C@H]1CCCCO[C@@H](CN(C)C(=O)Nc2ccc3c(c2)OCO3)[C@@H](C)CN([C@@H](C)CO)C(=O)c2cc(NC(=O)Nc3ccc(F)cc3)ccc2O1,2,9,.,10,-3,2,-2,19
Cc1cccc(C(=O)NCC(=O)NC(C)CCc2ccccc2)c1 (stereo not given),5,-3,-4,2,-4,-3,-5,.
CC(C)C1C(=O)N(Cc2cn(CCC3OCCCO3)nn2)CCS(=O)(=O)N1Cc1ccc(-c2ccncc2)cc1 (stereo not given),0,-4,-4,5,2,-1,-3,-16
Cn1cnc2c(SCc3ccccc3)ncnc21,-17,-43,4,-98,1,-3,63,-4
COc1ccc(S(=O)(=O)N(C)c2ccc(C(=O)Nc3ccccc3C(=O)N3CCOCC3)cc2)cc1,.,15,1,.,3,-1,-10,-15
c1ccc2c(c1)nc1n2CC2CON(C3CCCCC3)C12 (stereo not given),-10,-13,-6,0,-2,1,-6,-5
CCOC(=O)N1CCN(C(=O)CCN2C(=O)COc3ccccc32)CC1,.,8,4,.,.,-6,.,3
COc1ccc(C(=O)N2CCN(CCc3ccccc3)CC2)cc1[N+](=O)[O-],-4,6,1,14,3,13,-14,-17
O=C(CSc1nnc(CCCOc2ccc(Cl)cc2Cl)o1)Nc1ccc(C(=O)O)cc1,.,-7,-3,-12,.,1,.,13
Cc1nn(Cc2ccccc2)c(C)c1NC(=O)CCCn1nc([N+](=O)[O-])cc1C,-3,-2,7,0,.,2,-1,-3
CN(CC(=O)Nc1cccc(F)c1)C(=O)CCCc1c[nH]c2ccccc12,6,-12,3,1,1,3,-2,3
C[C@@H]1CN([C@H](C)CO)C(=O)c2cc(NS(=O)(=O)c3ccc(F)cc3)ccc2O[C@H]1CN(C)S(=O)(=O)c1ccc(F)cc1,-1,-9,.,-26,2,8,6,1
CC(C)NC(=O)N(C)C[C@@H]1Oc2c(NC(=O)Nc3ccccc3)cccc2C(=O)N([C@@H](C)CO)C[C@H]1C,-4,5,.,-22,-5,3,-4,-6
O=C(C1CCC1)N1CC(=O)N2[C@@H](CO)[C@@H](c3ccc(-c4cccnc4)cc3)[C@@H]2C1,-2,-3,-1,-3,-1,.,1,1
